Screening data from PubChem.
ABHD5-PLIN5 inh = inhibitors of human ABHD5-perilipin-5 interaction; 0.78% of 360,000 active; AID 602281; Q00G26+Q8WTS1; inhibition, % at 4 µM; Split G. princeps luciferase complementation, luminescence, 4 h;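 active = inhibition above the mean inhibition across every tested compound plus 3 SD, cut at about 22% in these data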;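 also: 0% = DMSO only wells and the 100% control is not disclosed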
Vif imaging = inhibitors of HIV Vif; HEK293T cells, Vif self-association by quenched fluorescence, imaging, 24 h; 0.35% of 340,000 active; inhibition, % at 7.49 µM; AID 602346; in the data active = inhibition above about 50%, passing the limit was not always enough; inconclusive = no clear call, values can overlap the other calls; inactive = below about 31%; also: some results filed as inactive read as strong as hits
TLR9-MyD88 block = blocks human TLR9 binding to MyD88; Q9NR96+Q99836; CHO BLA complementation TLR9-MyD88, CCF4 FRET ratio; inhibition, % at 4.98 µM; 0.21% of 340,000 active;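 active = inhibition above the mean over all tested compounds plus 3 SD, cut at about 21% in these data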;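 also: 0% = DMSO only wells and 100% = clavulanate BLA inhibitor control wells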
Target sequence (Q99836 whole entry, looked up): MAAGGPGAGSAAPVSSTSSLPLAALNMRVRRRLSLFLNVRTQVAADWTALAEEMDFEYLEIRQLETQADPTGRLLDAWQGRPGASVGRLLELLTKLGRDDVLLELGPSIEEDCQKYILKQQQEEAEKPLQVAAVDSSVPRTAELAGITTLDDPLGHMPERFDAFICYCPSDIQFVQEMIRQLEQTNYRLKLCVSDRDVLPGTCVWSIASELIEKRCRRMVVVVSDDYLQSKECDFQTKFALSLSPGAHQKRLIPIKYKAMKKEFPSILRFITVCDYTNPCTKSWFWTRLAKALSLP
Target sequence (Q9NR96 whole entry, looked up): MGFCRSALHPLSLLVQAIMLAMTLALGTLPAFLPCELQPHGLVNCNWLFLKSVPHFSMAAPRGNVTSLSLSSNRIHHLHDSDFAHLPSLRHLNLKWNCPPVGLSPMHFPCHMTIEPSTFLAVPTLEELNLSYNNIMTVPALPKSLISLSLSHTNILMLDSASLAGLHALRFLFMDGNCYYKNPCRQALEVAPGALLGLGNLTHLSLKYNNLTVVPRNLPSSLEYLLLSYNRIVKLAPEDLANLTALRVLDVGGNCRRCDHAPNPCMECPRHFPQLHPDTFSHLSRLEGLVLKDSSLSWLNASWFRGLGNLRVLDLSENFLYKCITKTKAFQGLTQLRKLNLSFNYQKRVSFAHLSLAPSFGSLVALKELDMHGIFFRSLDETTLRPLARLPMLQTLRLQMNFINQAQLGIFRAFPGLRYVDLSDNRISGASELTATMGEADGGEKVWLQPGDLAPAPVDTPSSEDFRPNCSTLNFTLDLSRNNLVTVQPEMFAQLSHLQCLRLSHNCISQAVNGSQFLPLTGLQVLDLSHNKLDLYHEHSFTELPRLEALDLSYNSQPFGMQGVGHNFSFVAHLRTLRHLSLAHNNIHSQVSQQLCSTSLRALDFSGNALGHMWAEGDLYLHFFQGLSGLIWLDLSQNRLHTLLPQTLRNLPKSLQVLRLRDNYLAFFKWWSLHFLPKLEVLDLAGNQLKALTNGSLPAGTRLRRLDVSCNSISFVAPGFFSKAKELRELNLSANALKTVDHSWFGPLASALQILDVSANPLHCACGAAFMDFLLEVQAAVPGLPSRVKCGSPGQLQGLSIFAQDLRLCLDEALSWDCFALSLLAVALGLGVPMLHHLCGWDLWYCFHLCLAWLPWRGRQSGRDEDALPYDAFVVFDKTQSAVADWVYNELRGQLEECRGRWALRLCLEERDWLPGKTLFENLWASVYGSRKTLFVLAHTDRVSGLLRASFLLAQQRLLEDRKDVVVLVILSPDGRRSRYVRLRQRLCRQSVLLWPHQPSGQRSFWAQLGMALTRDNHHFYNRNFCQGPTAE
ABCB6 inh 2 = human ABCB6 transporter inhibition; AID 602162; K562-ABCB6 porphyrin accumulation, flow cytometry, 1 h; stronger effect = lower value; 0.19% of 360,000 active; fluorescence ratio to DMSO, % at 10 µM; Q9NP58;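 active = fluorescence ratio to DMSO below 75%, the collection mean minus 3 SD; inconclusive = too few cells collected in the well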;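 also: signal is porphyrin accumulated inside mitochondria; 100% equals median channel fluorescence of DMSO control wells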
NOD2-RIPK2 inh = NOD2-RIPK2 protein interaction inhibition. O43353. CHO BLA complementation NOD2-RIPK2, CCF4 ratio. inhibition, % at 4.98 µM. 0.38% of 360,000 active. AID 624267; in the data active = inhibition above about 21%;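 also: 0% = vehicle only and 100% = reference blocker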
MC4R ag barr = activates human MC4R beta-arrestin recruitment | P32245 | U2OS MC4R beta-arrestin complementation, luminescence; percent of melanotan II response, DMSO zero | activation, % at 8.9 µM | 0.98% of 360,000 active | AID 540308;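 active = activation above a per-plate cutoff, the mean activation of sample wells on that plate plus 3 SD, cut at about 8% in these data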
Glyco luc inh = N-linked glycosylation inhibition. D54 ERlucT glycosylation luciferase reporter, 24 h; percent of 100 nM tunicamycin response. reporter increase, % at 12.5 µM. 0.23% of 360,000 active;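 active = mean luciferase reporter signal, scaled so untreated is 0 and the glycosylation-blocking control 100, at or above a set limit in every replicate; inconclusive = mean reaches the limit but not every replicate does; inactive = mean below the limit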;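 also: luciferase carries N-glycosylation sites so blocking glycosylation raises the light; 0% = median of neutral control wells and 100% = median of 100 nM tunicamycin wells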
MC4R antag cAMP = antagonists of human melanocortin 4 receptor (MC4R) | inhibition, % at 6.5 µM | AID 540295 | 0.48% of 360,000 active | MC4R-expressing cells, MTII-stimulated cAMP, LANCE TR-FRET | P32245;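 active = inhibition above its plate's cutoff, the mean of tested wells on that plate plus 3 SD, cut at about 29% in these data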;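 also: 0% = Melanotan II alone and 100% = Melanotan II plus saturating MCL0020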
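Assay system: U2OS-MC4R stable cell line; Also added: Melanotan II; Technique: Eu-cAMP/anti-cAMP TR-FRET, emission 671 nm; Times: 30-min compound, 1-h challenge, 1-h detection, room temperature.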
aDG glyco act = alpha-DG glycosylation activation; Pro5-aDG cells, alpha-DG glycosylation AlphaScreen (IIH6); 0% Pro5, 100% B10-LARGE cell signal; activation, % at 10 µM; 0.22% of 360,000 active; AID 624168;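 active = activation of at least 8% versus controls, or a plate z-score of at least 8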;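 also: Pro5 are CHO cells carrying HIG-tagged alpha-DG that lacks glycosylation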
Exocytosis inh = blocks lytic granule exocytosis | TALL-104 LAMP-1 surface exposure, flow cytometry; cells stimulated with thapsigargin and PMA | inhibition, % at 10 µM | 0.66% of 360,000 active | AID 651702;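 active = inhibition above about 55%, limit read from the data; inconclusive = no clear call, values can overlap the other calls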
Numbers without * were called inactive; ? = inconclusive; · = no result given.

SMILES	ABHD5-PLIN5 inh	Vif imaging	TLR9-MyD88 block	ABCB6 inh 2	NOD2-RIPK2 inh	MC4R ag barr	Glyco luc inh	MC4R antag cAMP	aDG glyco act	Exocytosis inh
CCCCn1c(SCC(=O)N2CCCCC2C)nc2cc(S(N)(=O)=O)ccc21 (configuration not stated)	-10	·	-1	187	-3	-1.6	0	3	-0.2	34
COc1ccccc1C(CNC(=O)CCNS(=O)(=O)c1ccc(Br)cc1)N1CCCC1 (configuration not stated)	0	-10	-5	95	1	-2.0	-2	0	0.1	0
O=C(Nc1ccc(C(F)(F)F)cc1)c1ccccc1	-13	8	-8	101	0	4.5	-4	-3	-0.2	-4
Cc1ccc(S(=O)(=O)N2C(=O)C(c3ccccc3)SC2=Nc2ccccc2)cc1 (configuration not stated)	-16	24	5	96	-6	-1.3	3	6	0.0	2
O=C(Nc1cccc(-c2cccc(Cl)c2)c1)C1CCN(CC2CCOC2)CC1 (configuration not stated)	8	2	-3	95	0	0.5	-1	-1	3.3	21
Cc1cc(C)c(S(=O)(=O)c2ccc(Cl)cc2C)c(Cl)n1	3	-22	-4	95	-6	-0.5	-3	21	0.2	-2
CCC(C)NC(=O)c1ccc2nc(-c3ccc(OC)c(OC)c3)c(-c3ccc(OC)c(OC)c3)nc2c1 (configuration not stated)	1	-22	0	98	-8	0.2	-5	2	-0.3	8
CCN(C(=O)COC(=O)/C=C/c1ccco1)C1CCCCC1	16	0	3	97	-6	0.5	3	21	0.0	-3
CN(Cc1cn(C)nc1-c1ccccc1F)CC1CCN(Cc2ccccc2)CC1	2	·	-11	100	-5	-1.3	-4	12	-0.2	37
COCC(=O)N(CCc1ccc(OC)cc1)Cc1nc2ccccc2c(=O)[nH]1	4	16	2	95	-5	-1.8	0	-2	-0.2	-1
c1coc(CNc2nc3sc4c(c3c3ncnn23)CCCC4)c1	9	-4	-10	99	1	-0.2	1	2	0.1	1
CN1CCN(c2ccc(S(=O)(=O)N3CCCCC3)cc2NC(=O)Cc2ccc(Cl)cc2)CC1	0	-40	-1	99	1	1.9	-4	3	0.5	10
O=S(=O)(NC1CC1)c1ccc(S(=O)(=O)N2CCCC(c3nc(-c4cccnc4)no3)C2)cc1 (configuration not stated)	1	-16	-11	101	3	0.8	-2	13	0.2	9
Cc1cccc(NS(=O)(=O)c2ccc(C(=O)NCCCN3CCCC3=O)cc2)c1C	0	-8	3	97	-12	-0.2	-4	-3	0.0	-3
CC(=O)c1cccc(NC(=S)N2CCN(c3ccccn3)CC2)c1	-7	-1	-6	95	-8	-3.2	-1	-2	0.4	-2

Shown bar-delimited: part of the list above.
SMILES | ABHD5-PLIN5 inh | Vif imaging | TLR9-MyD88 block | ABCB6 inh 2 | NOD2-RIPK2 inh | MC4R ag barr | Glyco luc inh | MC4R antag cAMP | aDG glyco act | Exocytosis inh
COCC(=O)N(CCc1ccc(OC)cc1)Cc1nc2ccccc2c(=O)[nH]1 | 4 | 16 | 2 | 95 | -5 | -1.8 | 0 | -2 | -0.2 | -1
CN1CCN(c2ccc(S(=O)(=O)N3CCCCC3)cc2NC(=O)Cc2ccc(Cl)cc2)CC1 | 0 | -40 | -1 | 99 | 1 | 1.9 | -4 | 3 | 0.5 | 10

Some of the entries so far, with bars between the fields.
molecule | ABHD5-PLIN5 inh | Vif imaging | TLR9-MyD88 block | ABCB6 inh 2 | NOD2-RIPK2 inh | MC4R ag barr | Glyco luc inh | MC4R antag cAMP | aDG glyco act | Exocytosis inh
O=C(Nc1ccc(C(F)(F)F)cc1)c1ccccc1 | -13 | 8 | -8 | 101 | 0 | 4.5 | -4 | -3 | -0.2 | -4
Cc1ccc(S(=O)(=O)N2C(=O)C(c3ccccc3)SC2=Nc2ccccc2)cc1 (configuration not stated) | -16 | 24 | 5 | 96 | -6 | -1.3 | 3 | 6 | 0.0 | 2

Carrying on.
SMILES	ABHD5-PLIN5 inh	Vif imaging	TLR9-MyD88 block	ABCB6 inh 2	NOD2-RIPK2 inh	MC4R ag barr	Glyco luc inh	MC4R antag cAMP	aDG glyco act	Exocytosis inh
Cc1ccc(C(c2sc3ncnn3c2O)N2CCCCC2)cc1 (configuration not stated)	-7	3	2	97	9	0.7	-1	7	-0.3	2
CCOC(=O)N1CCN(c2c(NCc3ccccc3Cl)c(=O)c2=O)CC1	-6	-2	-6	97	-3	-1.6	1	3	0.0	-9
COCCNC(=S)N1CCN(C(c2ccccc2)c2ccccc2)CC1	-5	22	1	95	5	1.4	2	4	-0.1	0
C#CCCOC(=O)N1C2=NC(C(=O)OC)=C(C(=O)OC)[C@@H]3N(CC=C)c4ccccc4[C@]23C[C@H]1C(=O)OC	6	-5	-6	96	-10	-1.0	16	-6	-0.4	0
CC(=O)c1cccc(NC(=O)Nc2ccccc2)c1	4	-9	0	93	-2	0.7	-1	0	0.0	2
CCOc1cccc(/C=N/N2C(=O)CSC2=S)c1O	-10	5	1	101	0	0.1	0	-3	0.0	0
N#C/C(=C\c1ccc2c(c1)OCCO2)C(=O)Nc1ccc(C(=O)O)cc1	5	6	-6	95	-2	-1.4	0	9	-0.1	2
COc1cc2c(c(OCC(=O)NC(C)C)c1)C(=O)O[C@@H](C)CCCC(=O)CCCCC2	1	-10	-11	98	-8	0.1	3	9	0.0	2
COC(=O)c1ccc(NC(=O)CN2CCN(S(=O)(=O)c3ccc(Br)cc3)CC2)cc1	5	0	3	105	0	0.4	-2	6	-0.3	10
O=C(Nc1cccc([N+](=O)[O-])c1)c1[nH]ncc1Cl	3	-5	1	96	-2	0.3	1	-2	-0.2	-3
COC/C=C/C1=CC2=CC(=O)C(C)(OC(=O)c3cnc4ccccc4n3)C(=O)C2=CN1C(CO)CO (configuration not stated)	4	-4	2	89	2	-1.0	1	-5	-0.1	-6
CC(C)Oc1cccc(C(=O)Nc2ccc(N3CCN(S(C)(=O)=O)CC3)cc2)c1	-4	-1	6	100	-2	1.2	1	0	0.1	-2
Cc1ccccc1NC(=O)C(C)OC(=O)C1CCCO1 (configuration not stated)	0	0	-8	86	0	0.3	5	1	0.2	-21
CCCCn1c(N)c(N(CC)C(=O)c2cccc(S(=O)(=O)N3CCCc4ccccc43)c2)c(=O)[nH]c1=O	2	0	5	99	4	-1.9	-1	2	-0.2	1
CCCCc1nc2cc(C(=O)NCCc3cnn(C)c3)ccc2o1	-9	-5	3	101	-8	-1.7	-1	5	0.4	9

In the list so far, 5 have a Cl atom.
SMILES	ABHD5-PLIN5 inh	Vif imaging	TLR9-MyD88 block	ABCB6 inh 2	NOD2-RIPK2 inh	MC4R ag barr	Glyco luc inh	MC4R antag cAMP	aDG glyco act	Exocytosis inh
O=C(Nc1cccc(-c2cccc(Cl)c2)c1)C1CCN(CC2CCOC2)CC1 (configuration not stated)	8	2	-3	95	0	0.5	-1	-1	3.3	21
Cc1cc(C)c(S(=O)(=O)c2ccc(Cl)cc2C)c(Cl)n1	3	-22	-4	95	-6	-0.5	-3	21	0.2	-2
CN1CCN(c2ccc(S(=O)(=O)N3CCCCC3)cc2NC(=O)Cc2ccc(Cl)cc2)CC1	0	-40	-1	99	1	1.9	-4	3	0.5	10
CCOC(=O)N1CCN(c2c(NCc3ccccc3Cl)c(=O)c2=O)CC1	-6	-2	-6	97	-3	-1.6	1	3	0.0	-9
O=C(Nc1cccc([N+](=O)[O-])c1)c1[nH]ncc1Cl	3	-5	1	96	-2	0.3	1	-2	-0.2	-3

Remaining list, next part:
SMILES	ABHD5-PLIN5 inh	Vif imaging	TLR9-MyD88 block	ABCB6 inh 2	NOD2-RIPK2 inh	MC4R ag barr	Glyco luc inh	MC4R antag cAMP	aDG glyco act	Exocytosis inh
COc1cc(C(O)CO)ccc1O (configuration not stated)	4	-13	-6	105	-8	-1.1	1	-2	-0.1	-2
CC(Sc1nnc(CNC(=O)c2ccccc2F)n1C)C(=O)Nc1nccs1 (configuration not stated)	-7	1	0	98	3	-4.2	0	0	-0.1	-5
CCCCN(C(=O)CSc1nc(CCC)cc(=O)[nH]1)c1c(N)n(Cc2ccccc2)c(=O)[nH]c1=O	-1	7	-11	90	2	-0.7	-1	1	-0.1	-2
CN(C)C(CNC(=O)Cc1cccc(C(F)(F)F)c1)c1ccccc1 (configuration not stated)	5	-1	11	98	-12	0.2	-1	4	-0.1	19
CN1OC(c2ccccc2)=C(CO)C1c1ccccc1 (configuration not stated)	4	7	-1	99	-3	-0.8	2	23	0.2	0
COc1ccc(N2CCN(C(CNC(=O)c3ccco3)c3cccnc3)CC2)cc1 (configuration not stated)	0	-1	1	122	-4	-2.3	1	1	0.0	0
COC(=O)C[C@H]1CC[C@H](NC(=O)c2ccc(F)cc2)[C@@H](CO)O1	-1	·	·	·	-3	·	·	·	-0.1	6
Cc1ccc(SCC(=O)Nc2ccc(-c3nnc(-c4ccco4)o3)cc2)cc1	3	4	-1	97	-3	18*	-2	10	-0.1	-1
C=CCOc1cccc(C(=O)N(C)C2CCCN(Cc3ccccc3F)C2)c1 (configuration not stated)	0	-9	2	101	-1	-0.2	-9	14	0.2	-2
COc1ccc(C(=O)OCC(=O)N(C)C2CCS(=O)(=O)C2)cc1S(=O)(=O)N(C)Cc1ccccc1 (configuration not stated)	-7	-8	-3	93	0	-3.0	0	3	-0.1	5
COc1ccc(-n2nnnc2SCC(=O)N2CCCc3ccccc32)cc1OC	-5	-13	-3	103	-2	0.5	0	11	-0.3	-2
Cc1ccc(C(=O)CSc2nc3cccnc3n2C)cc1	2	12	-8	96	-15	1.4	1	7	0.3	-1
CCC(NC(=O)c1cc(COc2ccc(Cl)cc2OC)on1)c1ccncc1 (configuration not stated)	16	-5	14	93	-8	-1.5	-5	5	0.0	11
N#CCCN(C(=O)COC(=O)c1ccc2ccccc2n1)c1ccccc1	-9	4	-8	97	-3	-0.8	1	1	-0.4	1
COc1ccc(NC(=O)COC(=O)c2cnccn2)cc1Cl	-4	22	-2	91	3	-0.9	-2	7	-0.2	3
COc1ccc(C(=O)N(C)CCCC2CCCC2)cc1OC1CCN(C(C)C)CC1	0	·	-7	102	7	-4.5	·	0	1.3	7
O=C(NC1CCCCC1)N(Cc1nc2ccccc2c(=O)[nH]1)C1CCCCC1	1	·	-4	79	4	-0.4	-1	8	-0.1	-3
CCc1ccc(OCC(=O)NC(=S)Nc2ccc(C(=O)O)cc2)cc1	2	1	-10	100	-3	0.9	-1	22	0.0	7
CSc1ccc(CN2CCC(C)(Oc3cccc(C#N)c3)C2)cc1 (configuration not stated)	-3	-4	·	106	1	-0.1	1	-4	0.1	-3
Cc1cccn2c(=O)c3cc(C(=O)NC4CCCC4)c(=N)n(CC4CCCO4)c3nc12 (configuration not stated)	3	31	-16	95	-3	0.0	?	11	0.0	11
O=c1c(Oc2ccccc2F)coc2cc(OCc3cnn(-c4ccccc4)c3)ccc12	3	2	4	103	16	-1.5	-1	-1	0.1	2
O=C(O)c1ccccc1C(=O)NNC(=O)C(c1ccccc1)c1ccccc1	-4	-6	-11	95	-5	-2.1	-1	2	0.0	1
OCC(O)C(O)C(O)C(O)C1NCCS1 (configuration not stated)	-29	20	5	103	1	-1.0	1	0	0.1	-4
COc1ccc(-c2csc(-c3cccnc3)n2)cc1C	1	115*	-9	87	-5	-1.6	-1	-6	0.0	-3

Not all compounds are listed. The share of hits here may be higher or lower than overall.
